USP1-UAF1 inh: inhibitors of human USP1/UAF1 deubiquitinase; AID 743255; Potency, µM (highest dose often 57.1 µM), without a hit: top-dose activity change, negative = inhibition, actives largely listed as inhibitors; 390,000 compounds, 0.23% hits; O94782; recombinant USP1/UAF1, Ub-Rhodamine cleavage fluorescence; note: potency is the fitted concentration of half-maximal effect; % is set by controls: 0 for no effect and ±100 for the full control effect; nearly all actives have a fitted effect of over 60% in size; inactives centre near -12
Target sequence (O94782 whole entry, looked up): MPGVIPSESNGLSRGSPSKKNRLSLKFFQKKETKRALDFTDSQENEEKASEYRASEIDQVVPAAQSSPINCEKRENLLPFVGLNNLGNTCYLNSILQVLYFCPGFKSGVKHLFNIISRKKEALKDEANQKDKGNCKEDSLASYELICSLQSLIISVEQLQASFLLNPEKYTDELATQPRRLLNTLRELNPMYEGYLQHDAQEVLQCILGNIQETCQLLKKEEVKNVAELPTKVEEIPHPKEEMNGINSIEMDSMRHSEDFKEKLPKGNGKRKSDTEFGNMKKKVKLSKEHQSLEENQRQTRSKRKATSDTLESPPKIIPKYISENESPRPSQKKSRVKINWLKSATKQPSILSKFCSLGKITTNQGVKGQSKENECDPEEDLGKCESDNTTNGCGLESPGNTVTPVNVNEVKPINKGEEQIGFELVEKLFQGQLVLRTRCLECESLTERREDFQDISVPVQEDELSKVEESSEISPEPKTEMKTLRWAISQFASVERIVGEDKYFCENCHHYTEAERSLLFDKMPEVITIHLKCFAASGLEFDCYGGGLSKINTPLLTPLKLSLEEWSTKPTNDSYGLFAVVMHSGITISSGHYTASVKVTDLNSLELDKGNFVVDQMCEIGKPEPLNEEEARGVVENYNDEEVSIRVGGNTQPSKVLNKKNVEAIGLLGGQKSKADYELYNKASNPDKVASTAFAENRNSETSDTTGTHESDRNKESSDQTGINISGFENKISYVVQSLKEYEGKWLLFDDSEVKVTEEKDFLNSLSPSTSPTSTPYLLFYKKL
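1 nM enzyme complex + cpd, 15 min RT; start with Ub-Rho 150nM final; kinetic fluorescence ex 480/em 540, 6 reads q60 s. Buffer 50mM HEPES pH 7.8, 0.5mM EDTA, 0.1 mg/ml BSA, 1mM TCEP, 0.01% Tween-20.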
TrxR1 inh: blocks rat thioredoxin reductase 1; Potency, µM (titrated, usually from 114 µM), inactives show top-dose activity change, negative = inhibition, most hits filed as inhibitors; AID 588453; O89049; recombinant rTrxR1, NADPH fluorescence consumption, selenite substrate; 390,000 compounds, 1% hits; note: potency is the fitted concentration of half-maximal effect; % is set by controls: 0 for no effect and ±100 for the full control effect; nearly all actives have a fitted effect of over 65% in size
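Rat TrxR1 (90 nM in the dispensed reagent) was pre-reduced with 400 uM NADPH for 5 min at room temperature, then incubated with compound for 15 min. After 400 uM selenite was added, NADPH fluorescence (Ex 340/Em 450 nm) was followed for 8 min.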
TrxR1 substrate: substrates of rat thioredoxin reductase 1. 390,000 compounds, 0.01% hits. purified TrxR1 substrate turnover, NADPH consumption readout. O89049. Potency, µM (titrated, usually from 114 µM), for inactives: top-dose activity change, negative = substrate turnover. AID 588456; note: potency is the fitted concentration of half-maximal effect; % is set by controls: 0 for no effect and ±100 for the full control effect; nearly all actives have a fitted effect of over 50% in size
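Rat TrxR1, dispensed at 90 nM, was prereduced with 400 uM NADPH (final) for 5 min at ~22 deg C, then incubated with compound 15 min before 400 uM selenite. A first-read NADPH fluorescence drop versus no-compound background flagged substrates.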
HP1b chromo inh: blocks HP1-beta chromodomain binding to methylated histone tails. P83916. AlphaScreen HP1-beta / biotin-H3K9me3 peptide binding. Potency, µM (top dose mostly 114 µM), for the others: top-dose activity change, negative = inhibition, usual class: inhibitors. 390,000 compounds, 0.56% hits. AID 540317; note: potency is the fitted concentration of half-maximal effect; nearly all actives have a fitted effect of over 70% in size; inactives centre near 23
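Compound inhibition of the preformed complex between 50 nM HP1-beta and 50 nM biotinylated H3K9me3 peptide was read by AlphaScreen. Buffer was PBS pH 7.4 with 0.01% Tween-20. Incubations ran 30 min at room temperature, with 10 ug/mL donor/acceptor beads.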
PI4K2A block: inhibitors of human PI4K2A. purified PI4K2A, ADP-Glo luminescence, 1 h; active compounds read low. activity change, negative = inhibition, % at 76.9 µM. 420,000 compounds, 0.13% hits. AID 1346378; in the data active = activity change below about -50%; inconclusive = mostly about -30% to -49%;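 note: -100% = wells without enzyme as full effect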
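PI4K2A activity was measured by ADP-Glo luminescence: enzyme (4 ug/mL stock) and phosphatidylinositol (1.2 mM stock) in Tris pH 7.5/MgCl2/EGTA/Triton X-100 buffer were reacted with ATP (300 microM stock) for one hour at ambient temperature.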
GLS inh: glutaminase GLS (human) inhibition; O94925; GLS enzymatic activity, qHTS titration; Potency, µM (series often up to 45.5 µM), for the others: at the top dose activity change, negative = inhibition, usual class: inhibitors; 410,000 compounds, 0.21% hits; note: potency is the fitted concentration of half-maximal effect; % is set by controls: 0 for no effect and ±100 for the full control effect
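Two-point fluorescence kinetic (t0, 30 min RT) for hKGA; glutamate detected via glutamate oxidase–HRP–Amplex Red. Substrate: 1 mM L-glutamine solution; buffer 45 mM KH2PO4, pH 8.2.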
IDH1 R132H inh: human IDH1 R132H inhibition; O75874; IDH1-R132H enzyme, NADPH consumption, diaphorase/resazurin fluorescence; 390,000 compounds, 0.093% hits; Potency, µM (series often up to 76.6 µM), for inactives: top-dose activity change, negative = inhibition, usual class: inhibitors; AID 602179; note: potency is the fitted concentration of half-maximal effect; % is set by controls: 0 for no effect and ±100 for the full control effect; nearly all actives have a fitted effect of over 65% in size
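IDH1-R132H (0.5 ug/mL dispensed) in pH 7.5 Tris buffer was preincubated 30 min with compound, then given a substrate mix of 0.016 mM NADPH and 2 mM alpha-KG for 80 min at room temperature; remaining NADPH was read by diaphorase/resazurin fluorescence.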
Tb PGK inh: inhibitors of T. brucei phosphoglycerate kinase; AID 602233; P07378; Potency, µM (series often up to 57.5 µM), without a hit: top-dose activity change, negative = inhibition, actives largely listed as inhibitors; PGK/GAPDH coupled, Kinase-Glo luminescence, 60 min; 380,000 compounds, 0.043% hits; note: potency is the fitted concentration of half-maximal effect; % is set by controls: 0 for no effect and ±100 for the full control effect; nearly all actives have a fitted effect of over 60% in size
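Luminescent ATP detection (Kinase-Glo Plus) follows a 60-minute room-temperature incubation, with wells lacking PGK as controls. Buffer: 100 mM TEA (pH 7.6), 5 mM MgCl2, 0.01% Tween-20. Coupling enzyme GAPDH (100 nM final) supplies unstable 1,3-BPG in-well.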
Pin1 inh: blocks the human prolyl isomerase Pin1 | Q13526 | Pin1 FP peptide displacement, HiFluor488, 10 min | Potency, µM (doses to about 115 µM), without a hit: at the highest dose activity, negative = inhibition, most hits filed as inhibitors | 390,000 compounds, 0.009% hits | AID 504891; active = well fitted inhibition curve with a large enough effect in the polarisation, with a control signal flat, not every such curve was filed as active; inconclusive = small, poorly fitted or top-dose-only effect, or effect the other way, or a change in a side signal; inactive = no such curve, though single readings can be large or run the other way; the % refers to the polarisation; note: potency is the fitted concentration of half-maximal effect; % is set by controls: 0 for no effect and ±100 for the full control effect
Target sequence (Q13526 whole entry, looked up): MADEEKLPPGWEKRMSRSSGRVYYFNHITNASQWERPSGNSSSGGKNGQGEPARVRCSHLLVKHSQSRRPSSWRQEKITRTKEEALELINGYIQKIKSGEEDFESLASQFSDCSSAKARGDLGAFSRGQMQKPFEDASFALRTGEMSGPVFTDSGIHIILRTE
* hit, by the source's call; i = inactive; ? = inconclusive; / = not tested or not shown; & = joins results of further samples; [ ] = dose if it differs, or a comment. Unless noted, calls come from the whole dose curve; as a rule, active = well fitted curve in the direction sought with a large enough effect; inconclusive = small, poorly fitted or top-dose-only effect, or another doubt; inactive = no such curve, though single readings can be large; an effect the other way counts as inactive or inconclusive.

Second line of a record – TrxR1 inh, TrxR1 substrate, IDH1 R132H inh, Tb PGK inh, HP1b chromo inh, Pin1 inh, USP1-UAF1 inh, PI4K2A block, GLS inh
- Cc1cccc(N2CCN(Cc3nnc(-c4ccccc4C)o3)CC2C)c1 (centres undefined)
  4%, 29%, 4%, 9%, -8%, 1%, -6%, 0, -3%
- CCCN1CCN(CCCNC(=O)CN2C(=O)COc3ccc(C(C)(C)C)cc32)CC1
  /, /, 13%, -5%, /, /, -15%, -3, 0%
- CNc1nc2[nH]c(=O)c3c(c2s1)OC(N)=C(C#N)C3c1cccc(F)c1 (centres undefined)
  0%, -3%, -3%, 2%, 21%, ?, -18%, 3, 16%
- O=C(NCc1ccc(C(F)(F)F)cc1)C1CC(c2ccccc2C(F)(F)F)=NO1 (centres undefined)
  14%, -10%, 2%[38.3 µM], -7%, 38%, 0%, -15%, -5, 0%
- COC(=O)CCCC(=O)NC1CCCN(C2Cc3ccccc3C2)C1 (centres undefined)
  -25%, -1%, 4%, -3%, 59%[activator], 3%, -24%, -2, -2%
- Cc1cccc(C)c1NC(=O)N1CC=C(n2c(=O)[nH]c3ccccc32)CC1
  0%, 0%, 7%, i, 48%[activator], -2%, -15%, -4, 2%
- COc1ccccc1NC(=O)Cn1cnc2c(cnn2-c2ccc(C)c(C)c2)c1=O
  -2%, -4%, 2%, i, 3%, 11%, -8%, 1, 7%
- CSc1cccc(NC(=O)C2CCCN(c3ncnc4c3nc3n4CCCCC3)C2)c1 (centres undefined)
  8%, -1%, 14%, -6%, -1%, -4%, -8%, -3, 0%
- Cc1[nH]c(=S)c(C#N)c(C)c1Cc1ccccc1
  -13%, 4%, 1%, 0%, 13%, /, -9%, 0, ?
- Cc1ccc(C(=O)CSc2nnc3c4ccccc4nc(C(C)(C)C)n23)cc1
  27%, -2%, 5%, i, 43%[activator], 31%[activator], -18%, -2, 17%
- O=C(COC(=O)c1ccc(C(F)(F)F)cc1)NC(=O)C1CCCCC1
  22%, -3%, /, /, 32%, -3%, /, /, /
- COc1ccc(-n2cnnc2)cc1
  11%, 3%, 7%, i, 40%[activator], -2%, -15%, 1, -2%
- CCC(C)n1c(SCC(=O)NC(=O)Nc2ccc3c(c2)OCCO3)nc2ccccc2c1=O (centres undefined)
  29%, 8%[57.1 µM], 0%, /, 0%, 9%, -21%, -2, 1%
- N#Cc1ccc(OCC(=O)Nc2ccc3[nH]c(=O)[nH]c3c2)cc1
  13%, -4%[57.1 µM], -6%, 8%, 0%, 1%, -13%, -1, 6%
- O=C1Nc2ccc(Cl)cc2C(C#CC2CC2)(C(F)(F)F)O1 (centres undefined)
  6%, -8%, 9%, i, 37%, -12%, -25%, -3, 1%&1%
- Cc1ccc(NC(C(N)=O)c2c(C)[nH]c(=O)[nH]c2=O)cc1 (centres undefined)
  -17%, -8%, 2%, i, 20%, -2%, -9%, -2, 12%
- Cc1nc2ccccc2c(=O)n1/N=C/c1c(O)ccc2ccccc12
  -7%[57.1 µM], -5%[57.1 µM], -3%, -1%, -18%, 38%[activator], -17%, 5, -6%
- COc1cc2c(cc1OC)C(C)N(C(=O)c1ccc(C)o1)CC2 (centres undefined)
  12%, 6%, 0%, -6%, 42%[activator], 1%, -17%, -3, -6%
- Cc1ccc(-c2cc(C(=O)N(Cc3ccccc3)Cc3ccco3)no2)cc1F
  -4%, -7%, 13%, -9%, 32%, 1%, -22%, -1, 0%
- COc1ccc(NC(=O)CCCC2CCCCC2)c(OC)c1
  9%, -2%, -9%, -1%, 56%[activator], -2%, -14%, -3, -3%
- CN(CCOc1ccccc1Cl)Cc1ccccc1
  18%, 5%, 11%, -6%, ?, -10%, -10%, -1, 1%
- CCOC(=O)N1CCN(c2ccc(C(C)=O)cc2F)CC1C (centres undefined)
  12%, 0%, 0%, -4%, 38%, 2%, -20%, 0, 0%
- C[C@@H]1CN([C@H](C)CO)C(=O)CCCn2cc(nn2)CO[C@H]1CN(C)C(=O)c1cc(-c2ccccc2)on1
  /, /, -3%, 5%, /, /, 9%, 3, 12%
- Cc1ccc(C(=O)COC(=O)c2cnccn2)cc1[N+](=O)[O-]
  29%[57.1 µM], 10%[57.1 µM], 0%, 0%, 27%, 3%, -9%, -4, -4%
- O=C(Nc1cccc(S(=O)(=O)N2CCOCC2)c1)c1c2c(nc3ccccc13)CCC2
  -8%, -7%, -3%, -15%, -3%, ?, -22%, -23, 0%
- COc1cc(C(F)(F)F)c(C(=O)N(C)c2ccc(Cl)cc2)cn1
  33%, 5%, -6%, i, 44%[activator], -1%, -13%, 8, -2%
- COc1cc(OC)cc(C(=O)N2CCCC(c3nc(-c4ccc(C)o4)no3)C2)c1 (centres undefined)
  18%[57.1 µM], 2%[57.1 µM], 10%, 0%, -1%, 3%, -23%, 2, -15%
- O=C(CC1Nc2cccc3cccc(c23)NC1=O)Nc1ccc(F)cc1 (centres undefined)
  ?, -2%&0%, 12%&-3%, -1%&-3%, -13%&-30%, 0%, -19%&-12%, -7&-14, 13%&7%
- C[C@@H]1CN([C@@H](C)CO)C(=O)CCCn2nncc2CO[C@@H]1CN(C)C(=O)c1ccc(N2CCN(C)CC2)cc1
  /, /, 1%, 2%, /, /, ?, 4, -4%
- CCOc1ccccc1-n1c(SCC(=O)N(C(C)C)C(C)C)nnc1-c1cccnc1
  11%, -2%, 15%, 0%, 29%, 2%, 2%, -3, 0%

Overlap with the part before: two entries, then new ones.
Second line of a record – TrxR1 inh, TrxR1 substrate, IDH1 R132H inh, Tb PGK inh, HP1b chromo inh, Pin1 inh, USP1-UAF1 inh, PI4K2A block, GLS inh
- C[C@@H]1CN([C@@H](C)CO)C(=O)CCCn2nncc2CO[C@@H]1CN(C)C(=O)c1ccc(N2CCN(C)CC2)cc1
  /, /, 1%, 2%, /, /, ?, 4, -4%
- CCOc1ccccc1-n1c(SCC(=O)N(C(C)C)C(C)C)nnc1-c1cccnc1
  11%, -2%, 15%, 0%, 29%, 2%, 2%, -3, 0%
- COc1ccc(OC(=O)Nc2ccc([N+](=O)[O-])cc2OC)cc1
  -10%[57.1 µM], -3%[57.1 µM], 1%, 8%, 31%, 1%, -20%, -1, 12%
- COc1cccc(NC(=O)CSc2nccn(-c3ccc4c(c3)OCCO4)c2=O)c1
  19%, 4%, 0%, 2%, 4%, 2%, -5%, -4, 4%
- COc1ccc(CC(=O)Nc2ccc(-c3noc(-c4cc(OC)c(OC)c(OC)c4)n3)cc2)cc1
  20%[57.1 µM], 18%[57.1 µM], -2%, -8%, 19%, 3%, -24%, -5, 4%
- C=CCNC(=O)CCNS(=O)(=O)c1ccc(Br)cc1
  0%, -3%, 4%, i, 6%, -6%, 0%, 1, 2%
- O=C(COc1ccc([N+](=O)[O-])cc1)Nc1ccc(N2CCCC2)cc1
  18%[0.0914 µM], 10%[0.0914 µM], 0%, 0%, 21%, -3%, -18%, -4, 14%
- CN(CC(=O)Nc1ccncc1)S(=O)(=O)c1ccc(Cl)cc1
  21%, 5%, -3%, i, 33%[activator], 8%, -8%, 4, -7%
- CCCCC1(C(=O)OC)NC(c2ccc(O)cc2)C2C(=O)N(c3ccccc3)C(=O)C21 (centres undefined)
  17%[57.1 µM], 9%[57.1 µM], 6%, 0%, 24%, 3%, -17%, -2, -17%
- CN1CCN(C(=O)c2ccc(Cl)c(S(=O)(=O)N3CCCCC3)c2)CC1
  2%, 6%, 3%, 19%, 40%[activator], -10%, -11%, 2, -5%
- COc1ccc(NC(=O)CSc2nnc(-c3cnccn3)n2C)cc1OC
  16%, 4%, 1%, -9%, 19%, 2%, -24%, -18, -4%
- CC(C)NC(=O)c1onc(CSc2cccc(Cl)c2)c1C(=O)O
  2%, 0%, -1%, -1%, 28%, 6%, -10%, -2, 5%
- COc1ccc(CNC(=O)COC(=O)c2ccco2)cc1
  19%[57.1 µM], 9%[57.1 µM], -1%, 3%, 30%, -2%, -2%, -1, 0%
- CCOc1c2c(nc3ccc(Cl)cc13)CCC2
  3%, -2%, 10%, i, 9%, 0%, 1%, -1, 5%
- Cc1ccc(OCC(=O)N2CCc3ccccc3C2)c(Br)c1
  18%, -2%, 2%, -9%, 98%[activator], -2%, -22%, -3, -1%
- Cc1ccc(-n2c(=O)c3c(cnn3C)n(CC(=O)Nc3c(C)cccc3C)c2=O)cc1
  14%[2.29 µM], 0%, 0%, 10%, 15%, 2%, 5%, 3, 0%
- COC(=O)c1sc2nc(C)cc(C)c2c1N
  -22%, 62%[activator], 13%, -2%, 65%[activator], -3%, -12%, -5, 8%
- CCc1cc2c(cc3c(=O)n(CC(=O)N4CCN(c5ccccn5)CC4)nc(CC)n32)s1
  9%, 5%, -5%, -3%, 16%, 4%, -5%, -2, -5%
- CC(=O)c1ccc(OCC(=O)OC(C)C(=O)NC2CCCCC2)cc1 (centres undefined)
  6%, 2%, 4%, 6%, 39%, -5%, -6%, -2, 0%

Source: PubChem

A portion of the library, so the mix of outcomes need not match the whole.
